QS inhibitor: blocks AIP-induced quorum sensing reporter in S. aureus. inhibition, % at 2 µM. AID 527. hit rate 0.3% among 24,000. S. aureus RN6390 RNAIII-GFP reporter, flow cytometry 3 h;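 active means share of bacteria positive for the green fluorescent reporter and its mean brightness both inhibited by 50% or more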;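 further: 0% = AIP-stimulated control and 100% = unstimulated bacteria without AIP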
QS inhibitor GFP MFI %: recorded beside QS inhibitor, whose call it bears; inhibition, %; measured here: inhibition of GFP MFI
Starred values were filed as active, the others as inactive. Some of the compounds tested; count on the stated rates, not on these rows.

Values in the order – QS inhibitor, QS inhibitor GFP MFI %
COc1ccc(-n2nnnc2SCC(=O)c2ccc(O)c(O)c2)cc1
 : -1, 0
O=C(NCC1CCCO1)c1ccc2nc(N3CCCCC3)sc2c1 (stereo unspecified)
 : 0, -15
CC1CCN(c2c(NCc3ccc(C(=O)NCC4COc5ccccc5O4)cc3)c(=O)c2=O)CC1 (stereo unspecified)
 : -4, 10
CC(=O)c1ccc(N2CCN(C(=O)c3cc4c(-c5ccccc5F)nn(C)c4s3)CC2)cc1
 : -1, -22
COc1ccc(OC)c(NC(=O)CSc2nnc(Cc3cccn3C)n2-c2ccc(F)cc2)c1
 : 11, 30
CCOCCCNC(=O)Cn1ncc2c(=O)oc3ccccc3c21
 : 0, 4
COc1ccc(N2CCN(C(CNC(=O)C(=O)NCCC3=CCCCC3)c3ccco3)CC2)cc1 (stereo unspecified)
 : -1, 0
COc1cccc(OCC(O)CN2CCC(C)CC2)c1 (stereo unspecified)
 : 0, 4
COc1ccc(S(=O)(=O)N2CCN(CC(=O)Nc3cc(OC)cc(OC)c3)CC2)cc1
 : -3, -10
CN(C)CCN1C(=O)c2oc3ccc(Cl)cc3c(=O)c2C1c1cccc(Br)c1 (stereo unspecified)
 : 15, -44
COc1cccc(C2=NOC(C(=O)Nc3cccc(C(C)=O)c3)C2)c1OC (stereo unspecified)
 : -2, -26
CCc1nn2c(=O)cc(CSc3nc4sc5c(c4c(=O)n3C)CCCC5)nc2s1
 : 8, -10
COCCn1nnnc1SCC(=O)N1CCCCC1
 : -3, -3
CSc1nsc(SC)c1C(=O)OCC(F)(F)F
 : 0, 0
O=C(c1ncc[nH]1)c1ccccc1C(=O)N1CCOCC1
 : 0, -6
CCOC(=O)c1sc(NS(=O)(=O)c2ccc(NC(C)=O)cc2)nc1C
 : 0, 32
Cc1ccccc1S(=O)(=O)Cc1ccc(C(=O)N2CCN(c3ccc(F)cc3)CC2)o1
 : -1, -26
O=C(c1cc(S(=O)(=O)N2CCOCC2)ccc1F)N1CCCc2ccccc21
 : 0, 4
Cc1ccc(-c2nc(CS(=O)CC(=O)NCc3ccccc3)c(C)o2)cc1 (stereo unspecified)
 : 1, 7
CCOC(=O)CSc1nnc(-c2ccc(S(=O)(=O)N3CCOCC3)cc2)n1-c1ccccc1
 : -3, -41
CN(CP(=O)(O)CN(C)S(C)(=O)=O)S(C)(=O)=O
 : -8, 7
O=C(NCCCn1ccnc1)c1cc(-c2cccs2)on1
 : -2, 5
CCOC(=O)CCN(Cc1cccs1)S(=O)(=O)c1ccc(Cl)cc1
 : 1, 8
Cc1ccc2cc3cc(C(=O)N4CC(C)CC(C)C4)oc3nc2c1 (stereo unspecified)
 : 6, 31
Cc1ccc(Oc2ccc(OCC(=O)OC3CCS(=O)(=O)C3)cc2)cc1 (stereo unspecified)
 : 0, 5
COc1ccc(N2C(=O)NC3CC2(C)Oc2ccc(Br)cc23)cc1OC (stereo unspecified)
 : 3, 7
O=C1COc2ccc(C(=O)COC(=O)CCc3ccc(S(=O)(=O)N4CCOCC4)cc3)cc2N1
 : 0, 1
FC(F)(F)c1cc(-c2ccccc2)nc(N2CCCCC2)n1
 : 0, -1
Cc1cc(C)c2c(-n3cccc3)c(C(=O)O)sc2n1
 : -1, -1
CCOC(=O)N1CCC(NC(=O)CN2C(=O)CSc3ncccc32)CC1
 : 0, -15
COc1ccc(S(=O)(=O)Cc2ccc(C(=O)NC3CC3)o2)cc1
 : 2, 11
Cc1cc(NC(=O)c2cc(C(C)C)on2)no1
 : -2, 4
CCCCOc1ccc(-c2nnn(CC(=O)Nc3ncc(CC(=O)OCC)s3)n2)cc1
 : -3, -8
C(/CCc1ccccc1)=N\n1cnnc1
 : 0, 15
CCCNC(=O)NS(=O)(=O)c1ccc(Cl)cc1
 : -6, -37
CC(C)C(NC(=O)C1CCCCC1)C(=O)Nc1ccncc1 (stereo unspecified)
 : 2, 2
O=C(CN1CCN(C(=O)c2ccco2)CC1)Nc1c2c(nc3c1CCC3)CCCC2
 : 0, 2
CCOCCCNCc1ccc(OC)c(OC)c1
 : -3, -18
O=C(CCNS(=O)(=O)c1ccc(Br)s1)N1CCN(c2ccccc2)CC1
 : 6, 27
O=C(C1CC1)N1CCc2cc(Br)cc(S(=O)(=O)NC3CCCCC3)c21
 : -7, -12
Cc1oc(-c2cccc(Cl)c2)nc1CN1CCCC(C(=O)NC(C)c2ccc3c(c2)OCCO3)C1 (stereo unspecified)
 : 0, 0
O=C(C1CCN(c2nnc(-n3cccc3)s2)CC1)N1CCN(Cc2ccc3c(c2)OCO3)CC1
 : -2, -41
CC1CCCN(CCC(=O)c2ccc(Br)cc2)C1 (stereo unspecified)
 : -2, -6
O=C(Nc1ccc(Cl)c(Cl)c1)N(Cc1cccnc1)Cc1ccco1
 : 1, 25
O=c1cc(CSc2ccccn2)c2ccccc2[nH]1
 : 4, 26
COC(=O)Nc1cc(C)nc2ccccc12
 : -4, -9
CC(=O)N1CCN=C1SCc1ccc(Cl)cc1
 : -2, -5
Cn1c(=O)c2c(nc(NCCNC(=O)c3ccco3)n2Cc2ccccc2Cl)n(C)c1=O
 : 1, 3
CCN(CC)c1ccc(NC(=O)CN2CCN(CC(=O)Nc3ccccc3F)CC2)cc1
 : 4, 14
COc1ccc(C2/C(=C(/O)c3ccccc3)C(=O)C(=O)N2CO)cc1 (stereo unspecified)
 : 1, 3
CCOc1ccc(-c2nc(CSCC(=O)NCc3ccco3)c(C)o2)cc1
 : 5, 20
CC(=O)N1CCCc2cc(S(=O)(=O)Nc3ccc4c(c3)OCO4)ccc21
 : 14, 22
COc1ccc(OC)c(NC(=O)C2CCCN2C(=O)OCc2ccccc2)c1 (stereo unspecified)
 : -3, 4
Cc1cc(NCc2ccc(F)cc2Cl)n2nnnc2n1
 : 1, -1
CCOC(=O)N1CCC(NC(=O)CCC(=O)N2CC(C)Oc3ccc(C)cc32)CC1 (stereo unspecified)
 : 5, 8
O=C(COC(=O)CCc1c[nH]c2ccccc12)NC1CCS(=O)(=O)C1 (stereo unspecified)
 : -5, -19
CCOC(=O)N1CCN(C(=O)C2CC(c3ccc(F)cc3)=NO2)CC1 (stereo unspecified)
 : -3, -22
NNC(=O)c1ccncc1
 : -4, -19
COc1ccc(NC(=O)N(CCc2ccccc2)Cc2cc3c(C)cc(C)cc3[nH]c2=O)cc1
 : -2, -3
CCc1ccc2[nH]c(=O)c(CN(CCCN3CCOCC3)C(=O)Nc3ccc(Cl)cc3)cc2c1
 : 94*, 93*

The results go on.
Values in the order – QS inhibitor, QS inhibitor GFP MFI %
CC(NC(=O)COc1cc(=O)n(C)c2ccccc12)c1ccc2c(c1)OCCO2 (stereo unspecified)
 : -6, -44
O=c1cc(NCc2ccccc2)nc2n1CCCS2
 : -2, -4
CN(Cc1ccccc1)c1nc2c(c(=O)[nH]c(=O)n2C)n1Cc1ccccc1Cl
 : 1, 13
O=C(NCc1ccco1)C1CCCN(S(=O)(=O)c2cccc3cccnc23)C1 (stereo unspecified)
 : -2, -34
CCOc1ccc(N2C(=O)CC(N3CCN(c4ccccc4F)CC3)C2=O)cc1 (stereo unspecified)
 : -6, -16
COc1ccc(OC)c(CNC(=O)CCNC(=O)Cn2ccc3ccccc3c2=O)c1
 : -7, -14
CCOC(=O)N1CCN(Cc2nc3c(c(=O)[nH]c(=O)n3C)n2CCCc2ccccc2)CC1
 : -3, -1
CCC(c1nnnn1Cc1ccco1)N(CCc1ccccc1)Cc1cc2cccc(C)c2[nH]c1=O (stereo unspecified)
 : 0, -8
COc1cccc(NC(=O)COC(=O)c2ccco2)c1
 : -1, -1
COC(=O)c1ccc(-c2nn(C)c(=O)c3ccccc23)cc1
 : -1, -27
Cc1cc(C)cc(N(C(=O)c2ccc3c(c2)OCO3)C2C=CS(=O)(=O)C2)c1 (stereo unspecified)
 : -1, 2
COc1cc2nc(N3CCN(C(=O)C4CCCO4)CC3)nc(N)c2cc1OC (stereo unspecified)
 : 0, 1
COc1ccc(-c2nc(CSCC(=O)NCc3ccc4c(c3)OCO4)c(C)o2)cc1OC
 : 1, 3
Cc1cc(C)cc(NC(=O)CCNS(=O)(=O)c2ccc3c(c2)oc(=O)n3C)c1
 : -1, -32
O=C(CCN1C(=O)c2ccccc2C1=O)OCN1C(=O)c2ccccc2C1=O
 : 2, 3
CCOc1ccccc1NC(=O)C1CCC(CNc2c(N3CCOCC3)c(=O)c2=O)CC1 (stereo unspecified)
 : -3, -18
CCN(CCCNC(=O)COc1cc(=O)n(CC)c2ccccc12)Cc1ccccc1
 : -2, 7
Cc1ccc(C)c(NC(=O)CS(=O)(=O)c2c[nH]c3ccccc23)c1
 : -2, 8
COc1cccc(CN2C(=O)CCC2(C)C(=O)NC2CCCCC2)c1 (stereo unspecified)
 : -4, -12
Cc1cc(Nc2ccc(N3CCC(C)CC3)cc2)n2ncnc2n1
 : 0, 0

Compound profiles (already shown):
CCOC(=O)N1CCN(C(=O)C2CC(c3ccc(F)cc3)=NO2)CC1 (stereo unspecified) reads QS inhibitor = -3; QS inhibitor GFP MFI % = -22
Cc1oc(-c2cccc(Cl)c2)nc1CN1CCCC(C(=O)NC(C)c2ccc3c(c2)OCCO3)C1 (stereo unspecified) reads QS inhibitor = 0; QS inhibitor GFP MFI % = 0

Next part:
Values in the order – QS inhibitor, QS inhibitor GFP MFI %
Cc1ccc(-c2nnn(CC(=O)N(Cc3cccs3)C(C(=O)NC(C)(C)C)c3ccc(C)o3)n2)o1 (stereo unspecified)
 : 0, -6
COC(=O)c1ccc(N2C(=O)CC(N3CCN(C(=O)c4ccco4)CC3)C2=O)cc1 (stereo unspecified)
 : 0, -8
CCCCn1c(N(CCOC(C)=O)C(C)=O)nc2ccccc21
 : -3, -5
COc1nc(NCC(C)C)nc(Oc2ccc(=O)n(-c3ccccc3)n2)n1
 : -3, -42
CC1(C)OC(=O)C(=CNC(CCC(N)=O)C(=O)O)C(=O)O1 (stereo unspecified)
 : 0, -27
O=C(CN1C(=O)CCS(=O)(=O)c2ccccc21)NCc1ccc(F)cc1
 : -2, -8
Cc1cnc(C(=O)Nc2ccc(-n3cnnn3)cc2)cn1
 : -1, -2
CN(CCNC(=O)C1CCN(S(=O)(=O)c2cnc[nH]2)CC1)Cc1ccccc1
 : -10, -55
COc1ccc(CC(NC(C)=O)C(=O)NC2CCN(c3nc(C)cc(C)c3C#N)CC2)c(OC)c1 (stereo unspecified)
 : 1, 11
CCC(=O)N/C(N)=N/c1nc(C)c2cc(OC)ccc2n1
 : -1, -14
O=C(CCCCCNS(=O)(=O)c1ccc(Br)cc1)NCCN1CCOCC1
 : 5, 15
CCCCOC(=O)c1[nH]c2c(c1C)C(=O)CC(c1cc(OC)c(OC)c(OC)c1)C2 (stereo unspecified)
 : -1, -72
CCOC(=O)N1CCN(C(=O)CCNS(=O)(=O)c2cc(Br)cnc2N)CC1
 : 1, 12
CCCCCc1c(C)nc(SCC(=O)O)[nH]c1=O
 : -1, 7
CCOC(=O)c1c(CN(CC)CC)oc2cc(Br)c(O)cc12
 : 0, 5
COc1ccc(S(=O)(=O)NCC2CCC(C(=O)NCc3ccco3)CC2)cc1 (stereo unspecified)
 : -1, -6
CC1CCN(S(=O)(=O)c2ccc3ncn(CC(=O)N(C)Cc4ccccc4)c(=O)c3c2)CC1
 : -2, -4
Cc1ccc(-c2nc(CSCC(=O)N3CCN(c4ccccn4)CC3)c(C)o2)cc1
 : 0, -2
COc1ccccc1CNC(=O)C1CCCN(S(C)(=O)=O)C1 (stereo unspecified)
 : 0, -2
COc1cc(CNCCC2CCOC(C)(C)C2)ccc1O (stereo unspecified)
 : -6, -22

In the list so far, 2 contain a CF3 group.
Values in the order – QS inhibitor, QS inhibitor GFP MFI %
CSc1nsc(SC)c1C(=O)OCC(F)(F)F
 : 0, 0
FC(F)(F)c1cc(-c2ccccc2)nc(N2CCCCC2)n1
 : 0, -1

Exported with the structure last: entries from further up
QS inhibitor	QS inhibitor GFP MFI %	Structure
-3	-5	CCCCn1c(N(CCOC(C)=O)C(C)=O)nc2ccccc21
-3	-42	COc1nc(NCC(C)C)nc(Oc2ccc(=O)n(-c3ccccc3)n2)n1

More records.
Values in the order – QS inhibitor, QS inhibitor GFP MFI %
CCOC(=O)C1CCN(c2c(NCCCN(CC)Cc3ccccc3)c(=O)c2=O)CC1
 : 3, 11
CCCCCC(=O)Nc1cccc(-c2nc3ncccc3o2)c1
 : -2, -3
Cc1ccc(-c2nnn(CC(=O)N(Cc3ccco3)C(C(=O)NC(C)(C)C)c3cccs3)n2)o1 (stereo unspecified)
 : 1, 10
Cn1c(CNc2nc(-c3ccccc3)cs2)nnc1SCC(=O)N1CCc2ccccc21
 : -2, -12
CCOc1ccc(-n2c(SCC(=O)Nc3ccc(OC)cc3OC)nc3c(c2=O)SCC3)cc1
 : -2, -10
CCCCCC(=O)OC(CN1CCCCC1)CN1CCCC1=O (stereo unspecified)
 : 0, 13
COc1ccc(S(=O)(=O)Nc2cccc(SC)c2)cc1OC
 : -3, -42
CCOC(=O)C1CCN(C(=O)c2cn(C)c(=O)c3cc(OC)c(OC)cc23)CC1
 : -7, -20
Cc1nc2c(Br)c3nc(C(F)(F)F)[nH]c3c(Br)c2[nH]1
 : -2, -10
CCOC(=O)N1CCC(N2C(=O)c3ccccc3C2Nc2ccccc2C)CC1 (stereo unspecified)
 : 0, -24
COc1ccc(N(CC(=O)NCc2cccnc2)S(=O)(=O)c2c(C)nn(C)c2C)cc1
 : -4, -1
O=C(CSc1nnc(NC(=O)C2CCC2)s1)NC1CC1
 : -13, -10
Cn1cccc1Cc1nnc(SCC(N)=O)n1-c1ccc(F)cc1
 : -6, -8
CC(=O)Oc1ccc(C(c2ccc(OC(C)=O)cc2)c2ccccn2)cc1
 : 4, 0
Cc1ccsc1-c1nc(CSCC(=O)NCCN2CCCC2)c(C)o1
 : 7, 44
COC(=O)CNC(=O)C1CCCN1C(=O)CNC(=O)OC(C)(C)C (stereo unspecified)
 : -1, -1
Cc1cc(C)nc(N2CCC(C(=O)Nc3ccc(Oc4ccccc4)cc3)CC2)n1
 : 1, 10
O=C(O)C1C2C=CC3(CN(C4CCCC4)C(=O)C13)O2 (stereo unspecified)
 : -1, -6
CCN=C1SC(CC(=O)Nc2ccccc2)C(=O)N1CC (stereo unspecified)
 : 0, -4

Screening data (PubChem BioAssay)
